Screens deposited in PubChem by several laboratories.
KCNQ1 inh – human KCNQ1 channel inhibition. CHO-K1 KCNQ1, FluxOR thallium flux fluorescence; active compounds read high. B-score at 10 µM. hit rate 1.3% among 310,000. AID 2642. P51787;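 active means compounds whose thallium flux B-score, printed positive for inhibition, exceeds three library SD while starting fluorescence stays within three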;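 further: channel opened by potassium depolarization with thallium stimulus after 20 min compound exposure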
TRPC4 PAM – allosterically enhances the mouse TRPC4 cation channel; B-score at 10 µM; HEK293 TRPC4beta/mu-opioid, DAMGO EC20, Fluo-4 Ca2+ flux; active compounds read high; hit rate 0.42% among 310,000; Q9QUQ5;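 active means B-score of calcium response area above 5 SD of library B-scores, with initial fluorescence ratio within 5 SD of library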;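 further: B-score of integrated fluorescence ratio over time as area under calcium response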
PolyA inh – yeast polyadenylation inhibition. AID 1875. S. cerevisiae SKY197-pL101 polyadenylation reporter, beta-gal luminescence; efflux-impaired pdr1/pdr3 knockout yeast; score 100 = 6 SD above DMSO. hit rate 0.02% among 300,000. calls only at 12 µM;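 active means lowest replicate activity score at least 50, where 100 means six control SD above control mean; inconclusive means lowest score under 50 but half or more replicates reach 50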;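 further: yeast exposed to compound for 9 h at 30 °C; higher score means more reporter readthrough which indicates perturbed polyadenylation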
hERG protect – hERG (human) protection from proarrhythmic block; hit rate 0.51% among 310,000; AID 1511; Q12809; CHO-hERG, FluxOR thallium flux, dofetilide IC70 present; activation (rescue from dofetilide block), less the hit threshold, % at 10 µM;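 active means activation above the mean of controls blocked by dofetilide plus 5 SD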;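 further: thallium influx through hERG after potassium depolarization seen as dye fluorescence rise; in these data hits start at about 4.7%; inactives centre near -7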
Dyrk1A ADPGlo – inhibitors of rat Dyrk1A kinase. Q63470. inhibition, % at 12.5 µM. ADP-Glo luminescence, NFATc1 peptide. hit rate 0.43% among 310,000; in the data active means inhibition above about 50%;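 further: plate controls were vehicle with enzyme for no effect and no enzyme for full effect; many of its hits are not listed in these tables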
Platelet DG rel – platelet dense granule release activity. inhibition, %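 (compounds screened at 7.5 µM in platelet-rich plasma)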. AID 1663. human platelet-rich plasma, SFLLRN dense granule ATP release, luminescence. hit rate 0.22% among 300,000;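 active means mean replicate score, as percent of positive control, at or above 50; inconclusive means mean below 50 but at least one replicate at or above 50; inactive means mean and every replicate below 50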
KCNK3 inh – human KCNK3 channel inhibition, primary screen | B-score at 10 µM | CHO-KCNK3 thallium flux, FluxOR fluorescence; active compounds read low | O14649 | hit rate 0.84% among 340,000;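 active means B-score under library mean minus 4 SD, starting fluorescence ratio at most library mean plus 5 SD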;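 further: more negative B-score means stronger inhibition of thallium flux through KCNK3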
Target sequence (O14649 whole entry, looked up): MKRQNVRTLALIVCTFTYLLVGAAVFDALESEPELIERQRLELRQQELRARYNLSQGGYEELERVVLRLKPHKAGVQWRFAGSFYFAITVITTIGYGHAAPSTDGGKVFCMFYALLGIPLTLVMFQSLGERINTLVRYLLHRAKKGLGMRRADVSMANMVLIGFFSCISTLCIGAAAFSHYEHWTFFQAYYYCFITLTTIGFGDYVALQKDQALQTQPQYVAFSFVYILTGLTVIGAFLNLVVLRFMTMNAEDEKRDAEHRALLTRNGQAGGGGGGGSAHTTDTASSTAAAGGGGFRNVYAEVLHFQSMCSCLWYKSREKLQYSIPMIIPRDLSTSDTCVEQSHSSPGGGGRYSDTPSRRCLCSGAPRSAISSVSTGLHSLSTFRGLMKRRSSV
KCNQ1 act – potentiators or activators of human KCNQ1 potassium channel; CHO-K1 KCNQ1, thallium flux FluxOR fluorescence; active compounds read high; B-score at 10 µM; hit rate 0.35% among 310,000;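 active means fluorescence ratio B-score, a plate-corrected score, at least three library SD, with initial intensity B-score within 5 SD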
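Assay system: CHO-K1 cells stably expressing KCNQ1; Medium: assay buffer with matched DMSO; Also added: K+/Tl+ depolarizing stimulus; Dosing: single dose; Timing: dye 90 min, compound 20 min, room temperature; Measured by: kinetic FluxOR thallium fluorescence, 10-s 1-Hz baseline, 110-s post-stimulus read; Read-out: peak-minus-minimum fluorescence over initial fluorescence, negative-control normalized, B-scored.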
TRPC4 block – blocks the mouse TRPC4 cation channel. Q9QUQ5. HEK293 TRPC4beta/mu-opioid, DAMGO-evoked Fluo4 calcium flux; active compounds read low. B-score at 10 µM. hit rate 0.39% among 300,000. AID 2247;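 active means B-score over 3 SD under the library average, no early fluorescence shift, positive overall ratio signal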
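material = TRPC4beta/mu-opioid receptor HEK293 cell line | probe or stimulus = sequential submaximal and maximal DAMGO stimulation | compound dosing = one concentration per compound | measured by = Fluo4 Ca2+ flux fluorescence | evaluation = integrated fluorescence ratio relative to baseline, converted to per-well B score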
TRPC4 act – opens the mouse TRPC4 cation channel. Q9QUQ5. HEK293 TRPC4beta/mu-opioid, Fluo4 calcium fluorescence; active compounds read high. B-score at 10 µM. hit rate 0.49% among 310,000. AID 2237;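 active means B-score above 5 SD of library B-scores, and initial fluorescence ratio not above library mean plus 5 SD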;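 further: positive B-score marks a calcium rise read as TRPC4 activation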
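Assay system: HEK293 stable line with TRPC4beta plus mu-opioid receptor; schedule: 45 min room-temperature Fluo4 loading, 110 s read; technique: kinetic Fluo4 calcium fluorescence; evaluation: integrated baseline-normalised fluorescence ratio, converted to per-well B score; controls: buffer (low) and maximal DAMGO (high)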
KCNK9 inh – human KCNK9 channel inhibition | Q9NPC2 | HEK293 KCNK9, FluxOR thallium flux fluorescence; active compounds read low | AID 488922 | hit rate 1.2% among 310,000 | B-score at 10 µM;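 active means ratio B-score over 3 SD below the library mean, with starting fluorescence within 5 SD of its mean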;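 further: negative B-score means less thallium flux so channel inhibition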
Target sequence (Q9NPC2 whole entry, looked up): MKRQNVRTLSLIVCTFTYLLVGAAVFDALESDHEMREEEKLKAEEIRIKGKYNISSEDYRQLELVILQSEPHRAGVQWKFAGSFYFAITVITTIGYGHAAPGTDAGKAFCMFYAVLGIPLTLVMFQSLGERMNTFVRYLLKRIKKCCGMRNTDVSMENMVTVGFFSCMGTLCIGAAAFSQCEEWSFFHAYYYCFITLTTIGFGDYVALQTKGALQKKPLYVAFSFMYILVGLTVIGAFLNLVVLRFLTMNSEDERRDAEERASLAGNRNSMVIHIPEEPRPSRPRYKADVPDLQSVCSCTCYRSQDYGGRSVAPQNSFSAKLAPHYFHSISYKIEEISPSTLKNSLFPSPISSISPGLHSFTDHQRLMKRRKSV
The depositor's hits bear a star; i = inactive; ? = inconclusive; . = not tested or not shown. The list is partial (hit frequency here may not be typical).

SMILES | KCNQ1 inh | TRPC4 PAM | PolyA inh | hERG protect | Dyrk1A ADPGlo | Platelet DG rel | KCNK3 inh | KCNQ1 act | TRPC4 block | TRPC4 act | KCNK9 inh
Cc1cccc(-c2nc3cc([N+](=O)[O-])ccc3o2)c1 | i | i | i | -4 | -7 | 2 | i | i | i | i | i
CC(C)(C)C(=O)CN1C2=NCCN2c2ccccc21 | i | i | i | -17 | 1 | -7 | i | i | i | i | i
COc1ccccc1C(=O)NCCC(=O)Nc1cccc(C)n1 | i | i | i | -8 | 12 | 1 | i | i | i | i | i
Cn1c(Cn2nnc3ccccc32)nnc1SCC(=O)N1c2ccccc2CCc2ccccc21 | i | i | i | -7 | 6 | 0 | i | i | i | i | i
C=CCn1c(COc2ccccc2F)nnc1SCC(=O)c1c[nH]c2ccccc12 | i | i | i | -3 | 0 | -3 | i | i | i | i | i
CCOc1ccc(NC(=O)c2cn(CC(C)C)c(=O)c3c2c2ccccc2n3C)cc1 | i | i | i | -12 | 7 | 5 | i | i | i | i | i
COc1ccc(CN(C)C(=O)CC(c2ccccc2)c2ccccc2)cc1 | i | i | i | -11 | 1 | -12 | i | i | i | i | i
COc1ccc(C2C3=C(CC(C)(C)CC3=O)N(C)C3=C2C(=O)CC(C)(C)C3)cc1OC | i | i | i | -4 | 12 | 7 | i | i | i | i | i
CCC(C)c1ccccc1NC(=S)NC(=O)c1ccco1 (centres undefined) | i | i | i | 32* | -9 | 11 | i | 29* | i | i | i
COc1ccc2cc(C(=O)N3CCN(c4ccc(F)cc4)CC3)[nH]c2c1 | i | i | i | -3 | -5 | -1 | i | i | i | i | i
CN(C[C@H](Cc1ccccc1)N(C[C@H](Cc1ccccc1)N(CCc1cc(C(F)(F)F)cc(C(F)(F)F)c1)N=O)N=O)N=O | i | i | i | -6 | -7 | 3 | i | i | i | i | i
COc1ccc(C2C=C(c3ccccc3)Nc3nc(NC(C)=O)nn32)cc1 (centres undefined) | i | i | i | -11 | . | -4 | . | i | i | i | i
CC(NC(=O)/C(=C\c1ccco1)NC(=O)c1ccccc1Br)C(=O)O (centres undefined) | i | i | i | -3 | 1 | -1 | i | i | i | i | i
C=CCc1ccc(OCC(O)CN2CCN(c3ccccc3OC)CC2)c(OC)c1 (centres undefined) | i | i | i | -6 | -2 | -9 | i | i | i | i | i
Cc1cc2cc(CNC(=O)COc3ccccc3)ccc2n1C | i | i | i | -7 | 2 | -4 | i | i | i | i | i
C=CCOc1cccc(C(=O)N2CCCC(CCC(=O)NCc3ccccc3F)C2)c1 (centres undefined) | i | i | i | -5 | 6 | -3 | i | i | i | i | i
Cc1cc(C)cc(NC(=O)CCn2c(=S)[nH]c3ccccc3c2=O)c1 | i | i | i | -3 | 0 | 6 | i | i | i | i | i
Fc1ccc(-n2nnc(-c3cccnc3Cl)n2)cc1 | i | i | i | -6 | 16 | 4 | i | i | i | i | i
CC1CCCCN1CC(=O)Nc1cc(S(=O)(=O)N2CCOCC2)ccc1N1CCCC1 (centres undefined) | i | i | i | -13 | -1 | -7 | i | i | i | i | i
COC(=O)c1[nH]c2ccc(C)cc2c1NC(=O)Nc1ccccc1OC | i | i | i | -6 | -7 | 15 | i | i | i | i | i

Whole records from above. Screens in order: KCNQ1 inh	TRPC4 PAM	PolyA inh	hERG protect	Dyrk1A ADPGlo	Platelet DG rel	KCNK3 inh	KCNQ1 act	TRPC4 block	TRPC4 act	KCNK9 inh
COC(=O)c1[nH]c2ccc(C)cc2c1NC(=O)Nc1ccccc1OC as listed: i	i	i	-6	-7	15	i	i	i	i	i
CC(C)(C)C(=O)CN1C2=NCCN2c2ccccc21 as listed: i	i	i	-17	1	-7	i	i	i	i	i

Remaining list, next part.
SMILES | KCNQ1 inh | TRPC4 PAM | PolyA inh | hERG protect | Dyrk1A ADPGlo | Platelet DG rel | KCNK3 inh | KCNQ1 act | TRPC4 block | TRPC4 act | KCNK9 inh
CC(C)(C)NC(=O)Cn1nc(C(F)(F)F)c2c1CCCC2 | i | i | i | -5 | -5 | 1 | i | i | i | i | i
NNC(=O)CCN(Cc1ccco1)S(=O)(=O)c1ccc(Cl)cc1 | i | i | i | -3 | 11 | 15 | i | i | i | i | i
CCOC(=O)c1c(NC(=O)OC)sc(C(=O)N(C)C)c1C | i | i | i | -4 | -4 | -66 | i | i | i | i | i
O=S(=O)(/N=C(/Nc1ccccn1)c1ccccc1)c1ccccc1 | i | i | i | -4 | 4 | -4 | i | i | i | i | i
Cc1ccc(-n2cc(C(=O)c3cc(Cl)ccc3O)cc(C#N)c2=O)cc1 | i | i | i | -8 | -4 | 0 | i | i | i | i | i
O=C1C(C=NCCCn2ccnc2)=C(O)c2ccccc21 | i | i | i | -20 | 32 | 10 | i | i | i | i | i
C/C(=N\NC(N)=S)C1(C)CC2(CC(C)(C)OC2=O)C(=O)O1 (centres undefined) | i | i | i | -3 | . | 24 | i | i | i | i | i
CC(=O)N1CCN(S(=O)(=O)c2ccc(C)cc2)C1c1ccc(N(C)C)cc1 (centres undefined) | i | i | i | -9 | 11 | -6 | i | i | i | i | i
Cn1c(N2CCN(C(=O)Nc3ccc(C(F)(F)F)cc3)CC2)nc2ccccc21 | i | i | i | -6 | -9 | 0 | i | i | i | 94* | i
CCN(CC)CCN(C(=O)Cn1nnc(-c2ccc(C)o2)n1)C(C(=O)NC(C)(C)C)c1cccs1 (centres undefined) | i | i | i | 0 | -1 | 1 | i | i | i | i | i
COCCCNC(=O)CSc1nc2ccccc2c(=O)n1Cc1ccc2c(c1)OCO2 | i | i | i | -4 | -2 | 6 | i | i | i | i | i
O=C(Nc1cccs1)Nc1cccnc1Cl | i | i | i | -10 | 13 | -5 | i | i | i | i | i
O=C(CCCn1c(=O)c2ccccc2n(CC(=O)NCc2ccco2)c1=O)NCc1ccco1 | i | i | i | -9 | 3 | 8 | i | i | i | i | i
O=C(CN(CC1CCCO1)C(=O)CNS(=O)(=O)c1ccccc1)NCCc1ccccc1 (centres undefined) | i | i | i | -9 | -1 | 5 | i | i | i | i | i
CCO[C@H]1OC(C(N)=O)=C[C@@H](c2coc3ccccc3c2=O)[C@@H]1CCCO | i | i | i | -6 | 0 | -2 | i | i | i | i | i
O=C(O)C1CC(=O)n2c(nc3ccccc32)S1 (centres undefined) | i | i | i | -4 | -6 | 2 | i | i | i | i | i
CCCCn1c(=S)[nH]c2ccc(N3CCOCC3)cc2c1=O | i | i | i | -18 | . | 4 | . | i | i | i | i
O=C(Cn1nnc(-c2ccc(F)cc2)n1)N1CCCCC1 | i | i | i | -15 | -4 | 2 | i | i | i | i | i
Cc1ccccc1CS(=O)(=O)CCC(=O)NCCCN1CCN(c2ccccc2F)CC1 | i | i | i | -3 | 8 | -4 | i | i | i | i | i
Cc1ccccc1-n1c(SCC(=O)NCc2cccs2)nc2ccccc2c1=O | i | i | i | -8 | -6 | -5 | i | i | i | i | i
Cc1cc(C(=O)Nc2ccc(CC(=O)O)cc2)c(C)o1 | i | i | i | -6 | 11 | 10 | i | i | i | i | i
O=C(c1ccco1)c1cn(CC(=O)N2CCCc3ccccc32)c2ccccc12 | i | i | i | -14 | -4 | ? | i | i | i | i | i
Cc1cccc(N2CCN(S(=O)(=O)c3ccc4c(c3)CCCN4C(=O)C3CCC3)CC2)c1C | i | i | i | -9 | . | 1 | i | i | i | i | i
O=C(CN1CC(=O)Oc2ccccc21)OCC(=O)c1ccc(Br)cc1 | i | i | i | -5 | -2 | 5 | i | i | i | i | i
Cc1ccc(S(=O)(=O)/N=S(/c2ccccc2)C(C)C)cc1 (centres undefined) | i | i | i | -6 | . | . | i | i | i | i | i
CCN(CC)CCn1c(C)nc2c(sc3nc4c(cc32)COC(C)(C)C4)c1=O | i | i | i | -10 | . | 11 | . | i | i | i | i
CCn1cc(C(=O)OCC(=O)NCc2ccccc2Cl)c(=O)c2ccc(C)nc21 | i | i | i | -8 | 0 | -1 | i | i | i | i | i
Cc1ccc(C(=O)Nc2nnc(-c3cccs3)s2)cc1C | i | i | i | -4 | 2 | -41 | i | i | i | i | i
CCOCCCn1c(SCc2nc3ccccc3s2)nc2ccccc2c1=O | i | i | i | -9 | 2 | -5 | i | i | i | i | i
COc1ccc(C(=O)N/C(=C\c2cccc3ccccc23)C(=O)NCCc2c[nH]c3ccccc23)cc1OC | i | i | i | -2 | 3 | 16 | i | i | i | i | i
CCCCNC(=S)NCCN1CCN(C(=S)NCCCC)CC1 | i | i | i | -10 | . | -22 | i | i | i | i | i
COc1cc(C(C)=O)ccc1OCC(O)CN1CCN(c2c(C)cccc2C)CC1 (centres undefined) | i | i | i | 0 | -6 | 15 | i | i | i | 48* | i
Cc1ccc(Nc2nnc(SCC(=O)Nc3cccc(S(=O)(=O)NC4=NCCCCC4)c3)s2)cc1 | i | i | i | -13 | -3 | -7 | i | i | i | i | i
Nc1ccn(Cc2ccccc2)n1 | i | i | i | 41* | . | -20 | i | i | i | i | i
CCCCOc1ccc(NC(=O)CCSc2nccn2C)cc1 | i | i | i | -11 | . | -4 | i | i | i | i | i
CC(=N\Nc1ccc(Cl)cc1)/C(=N/O)C(=O)Nc1ccccc1 | i | i | i | -3 | 3 | -1 | i | i | i | i | i
C1=C(C(c2nnnn2C2CCCCC2)N2CCCCC2)COc2ccccc21 (centres undefined) | i | i | i | 1 | -4 | -1 | i | i | i | i | i
O=C(COc1ccccc1Cl)N1CCN(c2ccccn2)CC1 | i | i | i | -11 | 14 | -6 | i | i | i | i | i
CN1CCN(C(=O)C2=C[C@H](c3csc4ccccc34)C[C@H](OCCCCO)O2)CC1 | i | i | i | -4 | -9 | -5 | i | i | i | i | i
C(=N\NC1=Nc2cccc3cccc1c23)/c1ccccn1 | i | i | i | -25 | 53* | 0 | i | i | i | i | i
Cn1cc(C(=O)NCc2ccc(F)cc2)c(=O)c2cc(S(=O)(=O)N3CCCCC3)ccc21 | i | i | i | -12 | -5 | -2 | i | i | i | i | i
CCc1nc2ccc(C(=O)N3CCN(c4ccc(Cl)cc4)CC3)cc2nc1CC | i | i | i | -6 | 0 | -5 | i | i | i | i | i
O=C(CN1C(=O)S/C(=C\c2ccccc2F)C1=O)NCCCn1ccnc1 | i | i | i | -5 | 3 | 24 | i | i | i | i | i
CCN(CC)C(=O)CSc1nnc(-c2cccs2)n1Cc1ccco1 | i | i | i | 1 | 0 | 2 | i | i | i | i | i
